NPC1 prom act – qHTS Assay for NPC1 Promoter Activators; Huh7 NPC1 promoter luciferase reporter, 24 h; Potency, µM (top dose mostly 9.22 µM), inactives show at the top dose activation, most hits filed as activators; 2.4% of 320,000 active;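 further: % of control where 0% means no effect; nearly all actives have a fitted effect of over 60% in size; reporter is driven by a mutant NPC1 promoter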
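Luminescence read-out of NPC1 promoter-driven luciferase in stably transfected Huh7 cells; compounds delivered in DMSO and left 24 h at 37C, 5% CO2, qHTS titration format.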
Rab9 promoter act – qHTS Assay for Rab9 Promoter Activators; Potency, µM (series often up to 9.22 µM), for the others: top-dose activation, negative = inhibition, hits mostly activators; Huh7 Rab9 promoter-luciferase reporter, luminescence, 24 h; 2.8% of 320,000 active; further: % of control where 0% means no effect; nearly all actives have a fitted effect of over 60% in size
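Steps: seed 1500 Huh7 Rab9-luc cells per well, rest 2 h at 37 °C; add compound in DMSO; incubate 24 h; add luciferase reagent, 10 min ambient; read luminescence.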
FLuc counter – qHTS profiling assay for firefly luciferase inhibitor/activator using purifed enzyme and Km concentrations of substrates (counterscreen for miR-21 project). Luciferin 4-monooxygenase (Photinus pyralis), P08659. purified FLuc, Km substrates, luminescence inhibition. Potency, µM (top dose mostly 57.5 µM), for inactives: at the top dose activity change, negative = inhibition, actives largely listed as inhibitors. 6.9% of 360,000 active. AID 588342, 2011;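 further: plate controls were vehicle for no effect and reference inhibitor for full effect; nearly all actives have a fitted effect of over 55% in size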
Target sequence (P08659 whole entry, looked up): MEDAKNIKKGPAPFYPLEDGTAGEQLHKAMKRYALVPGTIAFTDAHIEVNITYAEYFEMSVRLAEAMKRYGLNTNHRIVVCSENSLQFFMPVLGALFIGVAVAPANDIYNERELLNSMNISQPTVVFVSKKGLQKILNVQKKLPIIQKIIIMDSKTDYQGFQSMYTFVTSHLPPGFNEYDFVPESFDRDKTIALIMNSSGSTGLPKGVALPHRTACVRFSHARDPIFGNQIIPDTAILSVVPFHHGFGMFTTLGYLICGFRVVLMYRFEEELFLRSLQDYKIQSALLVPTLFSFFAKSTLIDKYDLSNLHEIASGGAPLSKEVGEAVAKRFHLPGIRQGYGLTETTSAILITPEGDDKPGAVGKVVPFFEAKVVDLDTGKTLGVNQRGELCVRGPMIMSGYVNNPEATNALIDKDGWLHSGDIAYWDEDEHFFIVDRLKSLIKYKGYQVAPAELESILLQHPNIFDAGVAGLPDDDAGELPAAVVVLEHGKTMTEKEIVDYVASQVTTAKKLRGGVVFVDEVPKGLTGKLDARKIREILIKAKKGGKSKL
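Biochemical qHTS of compounds, final roughly 60 µM downward over six points, against 10 nM purified firefly luciferase using Km concentrations of substrates (10 uM D-luciferin, 10 uM ATP) in Tris acetate pH 7.5 buffer; luminescence output.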
MBNL1 CUG block – qHTS Assay for Inhibitors of MBNL1-poly(CUG) RNA binding; Muscleblind-like protein 1 (Homo sapiens), Q9NR56; TR-FRET MBNL1-His/biotin-(CUG)12 binding, 665/545 ratio; Potency, µM (doses to about 57.5 µM), for the others: at the top dose activity change, negative = inhibition, most hits filed as inhibitors; 0.036% of 280,000 active; AID 2675, 2010; active means well fitted inhibition curve with a large enough effect in the signal ratio, with a control signal flat, not every such curve was filed as active; inconclusive means small, poorly fitted or top-dose-only effect, or effect the other way, or a change in a side signal; inactive means no such curve, though single readings can be large or run the other way; the % refers to the signal ratio; further: on the % scale 0 is the no-effect control and ±100 the full control effect
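TR-FRET readout: Ex 340 nm, 665/545 nm emission ratio, normalized to buffer-only (basal) and MBNL1-(CUG)12 controls. Complex of MBNL1-His with Biotin-(CUG)12, compounds 92 nM–58 uM, incubated 60 min at room temperature.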
BRCA1 expr act – qHTS Assay to Identify Small Molecule Activators of BRCA1 Expression. MCF7-BRCA1-FFLuc reporter, luminescence, 48 h; response scale: scaled: vehicle 0%, 10 µM genistein 100%. Potency, µM (titrated, usually from 46.1 µM), inactives show at the highest dose activation, usual class: activators. 1.1% of 380,000 active; further: nearly all actives have a fitted effect of over 80% in size; some results filed as inactive show a strong effect at the top dose
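First, MCF7-BRCA1-FFLuc cells (2000/well) attach for 2 h; next, compounds are pin-added and incubated 48 h at 37 °C; finally, luciferase reagent is added and luminescence read after 15 min.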
ELG1 genotox – qHTS screen for small molecules that induce genotoxicity in human embryonic kidney (HEK293T) cells expressing luciferase-tagged ELG1 | HEK293T ELG1-luciferase reporter, luminescence, 16 h | Potency, µM (doses to about 46 µM), for inactives: top-dose activity change, positive = activation, usual class: activators | 1.3% of 330,000 active | AID 504466, 2011; further: % of control where 0% means no effect; nearly all actives have a fitted effect of over 60% in size
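Genotoxic stress is detected as increased luminescence from luciferase-tagged ELG1 in HEK293T cells, measured with ONE-Glo after a 16 hr treatment at 37 °C.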
uPA surface inh – qHTS for Inhibitors of Cell Surface uPA Generation; AID 540303, 2011; 0.31% of 330,000 active; cell surface uPA generation assay, qHTS; Potency, µM (doses to about 38.3 µM), without a hit: at the top dose activity change, negative = inhibition, most hits filed as inhibitors; active means well fitted inhibition curve with a large enough effect; inconclusive means small, poorly fitted or top-dose-only effect; inactive means no such curve, though single readings can be large or run the other way; tested in mouse RAW 264.7 cells; further: on the % scale 0 is the no-effect control and ±100 the full control effect; nearly all actives have a fitted effect of over 55% in size
RORgamma inh – qHTS for inhibitors of ROR gamma transcriptional activity | Nuclear receptor ROR-gamma (Mus musculus), P51450 | Drosophila S2 Gal4-RORgamma UAS-luciferase reporter, 20 h | Potency, µM (doses to about 53.6 µM), without a hit: top-dose activity change, negative = inhibition, hits mostly inhibitors | 5.4% of 310,000 active | AID 2551, 2010; further: on the % scale 0 is the no-effect control and ±100 the full control effect; nearly all actives have a fitted effect of over 60% in size
Target sequence (P51450 whole entry, looked up, the tested form may be a part): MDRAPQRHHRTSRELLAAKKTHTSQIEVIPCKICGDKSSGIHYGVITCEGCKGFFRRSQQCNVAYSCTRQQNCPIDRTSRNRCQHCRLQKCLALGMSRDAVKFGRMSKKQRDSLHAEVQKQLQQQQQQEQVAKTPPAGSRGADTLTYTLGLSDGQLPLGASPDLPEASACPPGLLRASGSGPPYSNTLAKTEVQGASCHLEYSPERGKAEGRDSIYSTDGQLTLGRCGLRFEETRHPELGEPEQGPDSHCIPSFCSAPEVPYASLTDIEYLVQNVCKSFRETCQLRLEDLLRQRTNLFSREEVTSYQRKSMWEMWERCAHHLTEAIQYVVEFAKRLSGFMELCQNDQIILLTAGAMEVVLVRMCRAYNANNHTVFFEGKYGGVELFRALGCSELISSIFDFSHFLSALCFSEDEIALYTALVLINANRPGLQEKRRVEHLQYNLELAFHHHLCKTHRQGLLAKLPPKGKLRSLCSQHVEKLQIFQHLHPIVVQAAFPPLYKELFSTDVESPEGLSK
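Luminescence from a UAS-regulated Photinus luciferase reporter in stably transfected Drosophila Schneider cells is measured; decreased signal marks ROR gamma inhibition. Fusion expression is induced by 700 uM copper sulfate for 20 hr.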
p53 reactivator – qHTS assay for re-activators of p53 using a Luc reporter | 0.063% of 320,000 active | H1299 p53-A138V BP100-luciferase reporter, luminescence, 24 h | Potency, µM (doses to about 92.2 µM), for inactives: at the top dose activity change, positive = activation, hits mostly activators; further: % of control where 0% means no effect; nearly all actives have a fitted effect of over 45% in size
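H1299 (p53-null), stable ts p53-A138V + BP100-Luc; 1000 cells/well, Opti-MEM/10% FBS; cpd 4 pt, 1:5; 24 h, 37 deg C, 5% CO2; detection reagent 10 min RT; luminescence.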
VP16 counter – VP16 counterscreen qHTS for inhibitors of ROR gamma transcriptional activity; Potency, µM (series often up to 53.6 µM), without a hit: at the top dose activity, negative = inhibition, actives largely listed as inhibitors; Drosophila S2 Gal4-VP16 UAS-luciferase, luminescence, 20 h; AID 2546, 2010; 3.5% of 310,000 active;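 further: Gal4-VP16 expression switched on by copper sulfate through the metallothionein promoter; on the % scale 0 is the no-effect control and ±100 the full control effect; nearly all actives have a fitted effect of over 50% in size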
MLL CXXC-DNA inh – qHTS Fluorescence Polarization Assay for Inhibitors of MLL CXXC domain - DNA interaction; Histone-lysine N-methyltransferase 2A (Homo sapiens), Q03164; MLL-CXXC / FITC-HOXA9 DNA fluorescence polarization; Potency, µM (series often up to 115 µM), for the others: at the highest dose activity change, negative = inhibition, usual class: inhibitors; 0.037% of 290,000 active; AID 2662, 2010; active means well fitted inhibition curve with a large enough effect in the polarisation, with a control signal flat, not every such curve was filed as active; inconclusive means small, poorly fitted or top-dose-only effect, or effect the other way, or a change in a side signal; inactive means no such curve, though single readings can be large or run the other way; the % refers to the polarisation
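Fluorescence polarization: 7 uM MLL-CXXC (stock) preincubated 5 min with compounds, then 50 nM fluorescein-HOX-A9 DNA (stock) added; 30 min ambient. Buffer 50 mM Tris-HCl pH 7.5, 50 mM NaCl, 1 mM DTT, 0.05% BSA.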
Numbers without * were called inactive; ? = inconclusive; / = not tested or not shown; [ ] = remark or other dose. Unless noted, the call rests on the fitted dose curve; in most records, active means well fitted curve in the direction sought with a large enough effect; inconclusive means small, poorly fitted or top-dose-only effect, or another doubt; inactive means no such curve, though single readings can be large; an effect the other way counts as inactive or inconclusive. Potency means the concentration at half of the fitted maximal effect.

| Molecule | Rab9 promoter act | FLuc counter | p53 reactivator | uPA surface inh | BRCA1 expr act | RORgamma inh | ELG1 genotox | VP16 counter | MBNL1 CUG block | MLL CXXC-DNA inh | NPC1 prom act |
| --- | --- | --- | --- | --- | --- | --- | --- | --- | --- | --- | --- |
| N#C/C(=C(/O)c1ccc(Cl)c([N+](=O)[O-])c1)c1nc2ccccc2[nH]1 | -1% | -14% | 8% | -12% | -1% | 13µM* | -6% | ? | / | ? | -1% |
| O=C(CCCOc1ccc(Cl)cc1Cl)NCc1ccccn1 | -7% | -17% | -8% | 4% | -1% | -2% | 0% | -2% | -1% | 1% | 2% |
| CCOc1cc(CNCCO)cc(Br)c1OCc1ccc(Cl)cc1Cl | -3% | 1% | -10% | 7% | -100% | 17% | -17% | ? | -2% | ? | 2% |
| O=C(Cc1ccccc1)Nc1ccc(NC(=O)c2cccs2)cc1 | 25% | 2% | 13% | 0% | 26% | 2% | 6% | -20% | -4% | 6% | 3% |
| CC(C)c1cccc(C(C)C)c1NC(=O)CCl | 4% | -3% | 3% | / | -42% | 3% | -11% | 3% | -5% | 0% | -1% |
| CCC1(C)Cc2c(sc3nc4n(c(=O)c23)CCS4)CO1 (stereo not drawn) | 2% | 1% | 3% | 5% | -6% | 33% | 4% | 19% | -2% | -4% | 3% |
| CN(C(=O)COC(=O)CNS(=O)(=O)/C=C/c1ccccc1)C1CCS(=O)(=O)C1 (stereo not drawn) | 4% | -1% | -3% | 3% | 0% | -23%[10 µM] | 1% | 5% | -4% | -6% | 7% |
| COc1ccc(CNC(=O)COC(=O)c2[nH]c(C)c(C(C)=O)c2C)cc1OC | -2% | 10% | 6% | 9% | -18% | / | -1% | / | / | / | 2% |
| CCn1ncc(C2=NOC(C(=O)NCc3ccccc3)C2)c1C (stereo not drawn) | -33%[inhibitor] | -1% | 15% | / | -75% | 39% | ? | -8% | -13% | -1% | -20% |
| COc1ccc(NC(=O)CSc2nc3ccccc3c(=O)n2C)cc1 | -9% | -1% | 22% | 1% | -18% | ? | -6% | ? | -4% | -1% | -9% |
| Cc1nnc2sc(-c3ccc(N(C)C)cc3)nn2c1=O | ? | 7.6µM* | ? | -1% | 34% | -2% | 16µM* | -19% | ? | 12% | 3.2µM* |
| CC(C)c1c(C(=O)N/N=C/c2cccnc2)nnn1-c1nonc1N | 0% | -17% | 0% | 1% | -2% | 29% | -3%[9.26 µM] | -12% | 17% | 4% | -2% |
| Cc1ccc(C)c(N2CCN(C(=S)NC3CCCCC3)CC2)c1 | -8% | 0% | -1% | -4% | -2% | -38% | 9% | 0% | / | -5% | 1% |
| CC(=O)NS(=O)(=O)c1ccc(N=c2ssc3c2-c2cc(C)c(C)cc2NC3(C)C)cc1 | -1% | -10% | 15% | -3% | -21% | ? | -1% | -5% | ? | -2% | -2% |
| Cc1cc(C(F)(F)F)nc(SCC(=O)Nc2nccs2)n1 | 2% | 6% | -8% | 2% | 0% | -16% | -5% | -12% | -8% | 7% | -2% |
| Cn1c(N)c(C(=O)COC(=O)COc2ccc(Br)cc2)c(=O)n(C)c1=O | -1% | / | -6% | 1% | -9% | / | 1% | / | / | / | 1% |
| COc1cc(OC)cc(-c2nnc(SCC(=O)N3CCCC3)o2)c1 | 12% | -6% | -1% | 0% | 15% | 14% | 5% | 3% | 8% | 0% | -2% |
| CC(C)n1cnnc1SCC(=O)Nc1ccc(N2CCCCC2)cc1 | 2% | 6µM* | 6% | -10% | 44% | / | ? | / | / | / | -3% |
| COc1ccc([N+](=O)[O-])cc1NC(=O)Cc1noc2ccc(C)cc12 | 1% | 3% | -4% | 0% | -18% | 5% | -1% | 2% | 19% | 5% | 1% |
| O=C(CSc1nc(O)c(Cc2ccccc2)c(=O)[nH]1)Nc1nc2c(s1)CCCC2 | -1% | ? | 1% | -13% | -9% | -22% | 7% | 15% | -1% | -11% | -2% |
| N=C1CCC(=N)c2c1c(O)c1ccccc1c2O | -31%[inhibitor] | ? | -9% | 0% | -8% | -5% | -8% | -13% | / | ? | -44%[inhibitor] |
| CCOc1cc(/C=N/NC(=O)c2cccnc2)ccc1OCC(=O)N1CCOCC1 | -5% | -1% | 15% | 2% | -4% | 0% | 2% | 4% | 21% | 4% | -6% |
| O=C(COC(=O)CCCN1C(=O)c2ccccc2C1=O)Nc1ncc(Cl)cc1Cl | 0% | 2% | -2% | 2% | -18% | -11% | 2% | -9% | 12% | -4% | -2% |
| CCOC(=O)N1CCC(NC(=O)c2cc(C(=O)NCc3cccc(Cl)c3)ccc2CO)CC1 | -9% | 0% | -3% | -3% | -19% | 42% | -9% | ? | -14% | -4% | -9% |
| CC1(C)C(=O)Nc2ccccc2N1C(=O)COC(=O)c1ccc(Cl)c(S(=O)(=O)NCc2ccccc2)c1 | -3% | 2% | -5% | -2% | -44% | 9% | -15% | 0% | -5% | 16% | 0% |
| O=C(CNS(=O)(=O)c1ccc(Br)s1)N1CCC(N2CCCCC2)CC1 | 7% | -2% | -5% | 2% | 11% | 2% | 1% | -14% | -7% | -4% | -5% |
| O=C(c1ccccc1Cc1ccccc1)N1CCN(S(=O)(=O)c2ccccc2Br)CC1 | -6% | 2% | -5% | -1% | -33% | / | -12% | / | / | / | 2% |
| CCOc1ccc(N(CCC#N)S(=O)(=O)c2ccc(OC)cc2)cc1 | 6% | 1% | -3% | / | -70% | 33% | -10% | -2% | -8% | 19% | 8% |
| Cc1ccc(NC(=O)C2CCCN2C(=O)NC2CCCCC2)cc1F (stereo not drawn) | 1% | 1% | 1% | 9% | -2% | -3% | -3% | -9% | -4% | 0% | 3% |
| COc1ccc2[nH]c(=O)c(CN(C3CCCCC3)C(c3nnnn3Cc3ccco3)C(C)C)cc2c1 (stereo not drawn) | -4% | ? | -1% | 0% | -59% | 1% | 6% | 2% | ? | -4% | -5% |
| O=C(CCS(=O)(=O)c1cccc2nsnc12)N1CC(=O)N(CCc2ccccc2)C(=O)C1 | -1% | -1% | 3% | -1% | 5% | 1% | -2% | 2%[0.365 µM] | ? | -10% | 1% |
| COc1ccc(N(Cc2ccccc2)S(=O)(=O)c2cccc(C(=O)O)c2)cc1 | -4% | 1% | -6% | 4% | -5% | -8% | 1% | 8% | -6% | -14% | 1% |
| CCOc1ccc(Cl)cc1S(=O)(=O)N1CCN(c2ccc(F)cc2)CC1 | -12% | -1% | -2% | 3% | -36% | 20%[0.365 µM] | -7% | / | -4% | 1% | -2% |
| Cc1cc(CNC(=S)Nc2ccc(S(=O)(=O)Nc3ncccn3)cc2)nn1C | 2% | 1% | 4% | 0% | 7% | -16% | 2% | -6% | 7% | 1% | 2% |
| CCC(C)[C@H](NC(=O)Nc1ccc(S(N)(=O)=O)cc1)C(=O)O (stereo partly drawn) | -2% | 2% | -8% | -1% | -11% | -1% | 0% | -3% | 4%[11.5 µM] | 2% | 6% |
| N#Cc1ccsc1NC(=O)C1CCN(C(=O)c2ccc(Cl)cc2)CC1 | 2% | 0% | 5% | -2% | -3% | / | -1% | / | / | / | 0% |
| COc1ccc(CN2CC(C(=O)NCc3ccccn3)CC2=O)cc1 (stereo not drawn) | 1% | -1% | 15% | 0% | 1% | -32% | 0% | -1% | 7% | 6% | 1% |
| O=C(O)CC1(CC(=O)Nc2ccc(Oc3cccc(C(F)(F)F)c3)nc2)CCCC1 | 0% | -3% | 0% | -1% | -6% | 18% | -2% | 2% | / | -4% | 3% |
| CCOc1ccc(/C=C/C(=O)CCC(=O)O)cc1 | 0.71µM* | 1.1µM* | 12% | -1% | 63% | -12% | ? | -4% | 18% | -3% | ? |
| Fc1ccc(-c2nnn(Cc3ccccc3Cl)n2)cc1 | 2% | ? | 18% | -2% | 47% | ? | 8% | ? | -3% | -1% | 14% |

High-throughput results from PubChem.

This is a subset, so the mix of outcomes need not match the whole.
